Gal4-VP16 FLuc – inhibits Gal4-VP16 luciferase reporter, ROR gamma counter-screen. Drosophila S2 Gal4-VP16 UAS-luciferase, luminescence, 20 h. Potency, µM (top dose mostly 53.6 µM), without a hit: at the highest dose activity, negative = inhibition, hits mostly inhibitors. hit rate 3.5% among 310,000. AID 2546;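 note: Gal4-VP16 expression switched on by copper sulfate through the metallothionein promoter; potency is the fitted concentration of half-maximal effect; % is set by controls: 0 for no effect and ±100 for the full control effect; nearly all actives have a fitted effect of over 50% in size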
uPA generation – blocks generation of uPA at the cell surface; cell surface uPA generation assay, qHTS; Potency, µM (top dose mostly 38.3 µM), for the others: at the top dose activity change, negative = inhibition, most hits filed as inhibitors; hit rate 0.31% among 330,000; active = well fitted inhibition curve with a large enough effect; inconclusive = small, poorly fitted or top-dose-only effect; inactive = no such curve, though single readings can be large or run the other way; tested in mouse RAW 264.7 cells; note: potency is the fitted concentration of half-maximal effect; % is set by controls: 0 for no effect and ±100 for the full control effect; nearly all actives have a fitted effect of over 55% in size
Coupling enz – inhibits coupling enzyme system, counter-screen for aldolase hits; coupling enzyme system counterscreen, AmpLite Red fluorescence; hit rate 0.67% among 290,000; AID 2472; activity change, negative = inhibition, % at 58.2 µM, hits read low; in the data active = activity change below about -30%; note: % is set by controls: 0 for no effect and ±100 for the full control effect
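Compounds tested against the coupling enzymes alone at 57.5 uM final; readout was AmpLite Red fluorescence (525/598 nm) after 20 min at RT.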
FLuc modulator – counter-screen for miR-21 project: firefly luciferase inhibitors or activators; P08659; purified FLuc, Km substrates, luminescence inhibition; Potency, µM (top dose mostly 57.5 µM), without a hit: at the top dose activity change, negative = inhibition, actives largely listed as inhibitors; hit rate 6.9% among 360,000;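 note: potency is the fitted concentration of half-maximal effect; plate controls were vehicle for no effect and reference inhibitor for full effect; nearly all actives have a fitted effect of over 55% in size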
Target sequence (P08659 whole entry, looked up): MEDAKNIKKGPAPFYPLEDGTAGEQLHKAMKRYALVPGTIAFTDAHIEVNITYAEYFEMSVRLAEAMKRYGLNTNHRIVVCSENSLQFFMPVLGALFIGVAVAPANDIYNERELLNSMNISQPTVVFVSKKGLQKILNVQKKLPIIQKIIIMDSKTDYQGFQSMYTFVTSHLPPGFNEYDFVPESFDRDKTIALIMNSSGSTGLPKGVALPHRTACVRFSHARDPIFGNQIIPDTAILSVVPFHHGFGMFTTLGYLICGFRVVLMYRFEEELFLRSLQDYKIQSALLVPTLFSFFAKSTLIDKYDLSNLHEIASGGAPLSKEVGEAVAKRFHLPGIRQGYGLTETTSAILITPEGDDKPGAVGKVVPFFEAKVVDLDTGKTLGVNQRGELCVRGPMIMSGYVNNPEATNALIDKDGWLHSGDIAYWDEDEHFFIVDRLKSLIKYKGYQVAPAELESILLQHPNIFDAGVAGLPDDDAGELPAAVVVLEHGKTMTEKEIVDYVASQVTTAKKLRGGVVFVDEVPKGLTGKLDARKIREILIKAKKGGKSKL
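Purified P. pyralis luciferase (10nM final) with 10uM D-luciferin and 10uM ATP (Km levels) in 50mM Tris acetate pH 7.5, 10mM Mg acetate, 0.01% Tween-20, 0.05% BSA; qHTS 6-point titration, ~60 µM downward; luminescence read.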
KCNH2 3.1 block – blocks the human KCNH2 3.1 channel isoform; U2OS KCNH2 3.1, thallium flux FluxOr; active compounds read low; activity change, % (tested at about 1.8 µM); hit rate 0.95% among 340,000; AID 720553;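 active = maximum activity change below -70%; inconclusive = maximum activity change from -70% to -50%; inactive = maximum activity change above -50%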;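 note: thallium influx rate constant from kinetic fluorescence after stimulation buffer; % is set by controls: 0 for no effect and ±100 for the full control effect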
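Thallium flux via FluxOr fluorescence (Red40 quencher, 45 min loading) in U2OS cells virally expressing the KCNH2 3.1 isoform (1.77 x 10^8 /mL virus, overnight at 37 C). Rate constants from 2-min kinetic reads post-stimulation, normalised to positive and negative controls.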
RORgamma inh – blocks mouse ROR gamma transcriptional activity; Potency, µM (titrated, usually from 53.6 µM), without a hit: at the highest dose activity change, negative = inhibition, hits mostly inhibitors; Drosophila S2 Gal4-RORgamma UAS-luciferase reporter, 20 h; P51450; hit rate 5.4% among 310,000; note: potency is the fitted concentration of half-maximal effect; % is set by controls: 0 for no effect and ±100 for the full control effect; nearly all actives have a fitted effect of over 60% in size
Target sequence (P51450 whole entry, looked up, the tested form may be a part): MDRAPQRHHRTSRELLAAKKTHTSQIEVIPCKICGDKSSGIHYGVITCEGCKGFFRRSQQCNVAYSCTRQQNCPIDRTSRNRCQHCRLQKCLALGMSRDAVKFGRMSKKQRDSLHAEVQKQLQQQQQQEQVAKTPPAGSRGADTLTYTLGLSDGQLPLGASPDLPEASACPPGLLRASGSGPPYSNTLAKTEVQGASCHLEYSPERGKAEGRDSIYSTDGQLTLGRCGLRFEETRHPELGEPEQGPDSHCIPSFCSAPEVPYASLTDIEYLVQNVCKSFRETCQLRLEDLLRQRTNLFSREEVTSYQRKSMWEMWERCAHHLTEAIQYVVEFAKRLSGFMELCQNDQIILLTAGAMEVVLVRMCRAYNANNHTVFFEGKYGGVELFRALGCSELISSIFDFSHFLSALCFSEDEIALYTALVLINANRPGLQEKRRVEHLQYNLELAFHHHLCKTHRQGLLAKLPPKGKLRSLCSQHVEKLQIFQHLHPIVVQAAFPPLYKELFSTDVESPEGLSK
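Compounds are pin-transferred onto Drosophila Schneider cells expressing a copper-inducible Gal4–ROR gamma transactivation domain fusion. After 1 hr, copper sulfate is added to 700 uM final; luciferase is read 20 hr later.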
ELG1 genotoxic – induces genotoxicity in HEK293T cells with luciferase-tagged ELG1; HEK293T ELG1-luciferase reporter, luminescence, 16 h; Potency, µM (highest dose often 46 µM), for inactives: at the top dose activity change, positive = activation, most hits filed as activators; hit rate 1.3% among 330,000; note: potency is the fitted concentration of half-maximal effect; % of control where 0% means no effect; nearly all actives have a fitted effect of over 60% in size
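HEK293T cells expressing luciferase-tagged ELG1 were exposed to compound or DMSO vehicle for 16 hr at 37 °C and 5% CO2. Luciferase activity was then measured with ONE-Glo after 30 min at room temperature.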
Rab9 promoter act – activators of Rab9 promoter | Huh7 Rab9 promoter-luciferase reporter, luminescence, 24 h | Potency, µM (doses to about 9.22 µM), inactives show at the top dose activation, negative = inhibition, usual class: activators | hit rate 2.8% among 320,000 | AID 485297; note: potency is the fitted concentration of half-maximal effect; % of control where 0% means no effect; nearly all actives have a fitted effect of over 60% in size
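Stable Rab9-luc Huh7, 1500 cells/well, 2 h settle; cmpd in DMSO, 24 h, 37 °C/5% CO2; luciferase reagent 10 min RT; luminescence.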
Giardia kill – Giardia lamblia killing. Giardia lamblia trophozoite viability. activity change, % at 7.66 µM, hits read low. hit rate 0.15% among 340,000; in the data active = activity change below about -80%; inconclusive = between about -30% and that limit;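 note: parasites exposed to compound for two days anaerobically before the ATP read; % is set by controls: 0 for no effect and ±100 for the full control effect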
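Anaerobic 48 hrs incubation at 37 deg C of 100 trophozoites/well with test compounds; ATPLite 1-Step luminescence, 15-30 min RT, reports cellular ATP as viability.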
NPC1 prom act – activates the NPC1 promoter; Potency, µM (highest dose often 9.22 µM), for inactives: top-dose activation, hits mostly activators; AID 485313; Huh7 NPC1 promoter luciferase reporter, 24 h; hit rate 2.4% among 320,000;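 note: potency is the fitted concentration of half-maximal effect; % of control where 0% means no effect; nearly all actives have a fitted effect of over 60% in size; reporter is driven by a mutant NPC1 promoter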
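NPC1 promoter–luciferase Huh7 cells; 24 h compound; luminescence.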
Tb PFK inh – inhibitors of T. brucei phosphofructokinase. T. brucei PFK, ADP-Glo luminescence. Potency, µM (doses to about 57.5 µM), for the others: at the highest dose activity, negative = inhibition, usual class: inhibitors. hit rate 0.17% among 330,000;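 note: potency is the fitted concentration of half-maximal effect; 0% = uninhibited 1x PFK enzyme wells and -100% = no-enzyme wells; nearly all actives have a fitted effect of over 60% in size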
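Luminescent ADP detection (ADP-Glo, two-step: ATP depletion then ADP-to-ATP conversion for luciferase) reported PFK activity after 45 min room-temperature reaction of 1.25 nM enzyme with 0.5 mM F6P and 0.1 mM ATP at pH 8.0.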
Starred values were filed as active, the others as inactive; ? = inconclusive; / = not tested or not shown; & = joins results of further samples; [ ] = another dose, or the depositor's remark. Unless noted, calls come from the whole dose curve; as a rule, active = well fitted curve in the direction sought with a large enough effect; inconclusive = small, poorly fitted or top-dose-only effect, or another doubt; inactive = no such curve, though single readings can be large; an effect the other way counts as inactive or inconclusive.

Results follow in this order: RORgamma inh	Gal4-VP16 FLuc	ELG1 genotoxic	Coupling enz	uPA generation	KCNH2 3.1 block	FLuc modulator	Giardia kill	Rab9 promoter act	Tb PFK inh	NPC1 prom act
CSCCC(=O)N1C(C)CCCC1C(=O)O (stereo not given)
→ -4.8%	-11.9%	-0.4%	3.1	1.7%	5.1	-0.8%	-7.7	8.5%	7.0%	-6.0%
O=C(COC(=O)c1ccccc1C(=O)c1ccc(Cl)c([N+](=O)[O-])c1)NC1CC1
→ ?	0.4%	-8.1%	-0.5	-15.8%	1.3	-0.2%	13.6	-37.2%[inhibitor]	-5.9%	-39.5%[inhibitor]
O=C(NCc1ccccn1)C1(C(F)(F)F)C/C(=C\CCO)CCCO1 (stereo not given)
→ -6.7%	10.0%	/	2.0	11.0%	10.5	/	-7.2&-19.1	/	/	/
CC(C)(C)CC(=O)NC(=S)Nc1ccccc1[N+](=O)[O-]
→ 6.31µM*	?	-3.9%	1.5	8.5%	-1.2	7.0%	8.7	-4.0%	-1.0%	-5.5%
CC1CCCC(N2CCN(S(=O)(=O)c3ccccc3)CC2)C1 (stereo not given)
→ 7.2%	-0.4%	-7.4%	-0.6	-2.4%	6.9	0.4%	6.1	-2.0%	-4.1%	-2.6%
Cc1ccc(C(=O)N2CCN(Cc3ccc4c(c3)OCO4)CC2)cc1S(=O)(=O)N1CCOCC1
→ 33.6%	-2.2%	-1.9%	-0.6	-12.0%	1.0	-0.9%	-1.9	-3.9%	-7.0%	1.5%
CC(Sc1nnc(Nc2ccccc2F)s1)C(=O)NC1CC1 (stereo not given)
→ /	/	6.9%	/	-0.1%	8.1	-11.0%	-18.3	18.2%	-2.9%	2.1%
Cc1cc(C)c2c(=O)n(CC(=O)NCCCN3CCN(c4ccccc4F)CC3)sc2n1
→ 3.55µM*	5.01µM*	1.9%	4.1	?	-44.7	?	-8.7	-0.3%	12µM*	-1.0%
O=C(Nc1nccs1)C1CCCCN1S(=O)(=O)c1ccccc1 (stereo not given)
→ -10.0%	-3.5%	0.2%	-1.3	-2.0%	1.2	1.7%	48.4[activator]	-0.2%	0.1%	-0.7%
CCCCCCCNC1=CC(=O)CC(c2ccco2)C1 (stereo not given)
→ ?	-2.3%	1.4%	0.8	-9.2%	-15.5	-16.7%	-9.1	-2.1%	-5.9%	-1.8%
COc1ccc(CNC(=O)COC(=O)c2sccc2C)cc1OC
→ /	/	-0.2%	/	8.3%	-23.3	/	-18.4	/	-4.1%	/
CCN1CCc2nc(NC(=O)c3ccc4c(c3)OCCO4)sc2C1
→ -42.3%	-16.5%	?	2.3	-7.6%	6.4	10.7µM*	2.9	?	1.0%	?
O=C(Nc1ccccc1)c1nsnc1C(=O)Nc1ccccc1
→ 31.2%	1.6%	1.4%	1.1	6.0%	-11.1	-10.0%	-1.0	-8.4%	-0.7%	-6.9%
O=C(NCCN1CCOCC1)c1ccc(-c2ccccc2)cc1
→ 36.9%	4.8%	15.8%	1.7	-0.8%	-2.6	-22.7%	1.2	4.7%	-2.1%	6.3%
Cn1c(=O)c2c(ncn2CC(=O)N2CCN(c3ccc([N+](=O)[O-])cc3)CC2)n(C)c1=O
→ 14.1%	-1.9%	-4.6%	0.4	-3.7%	-38.1	1.3%	1.3	-1.2%	-7.5%	0.1%
CCOC(=O)c1ccc(NC(=O)C2C3C=CC(C3)C2C(=O)O)cc1 (stereo not given)
→ 41.9%	-9.8%	7.8%	7.9	-2.1%	-0.1	3.8%	22.9	?	0.2%	24.4%
CCCC1=Nc2cc(C(=O)NCCCOCC)ccc2Sc2ccccc21
→ 10.0%	-8.7%	-1.0%	3.1	-11.2%	-2.1	-0.4%	7.0	-20.2%	-5.7%	-12.9%
CC1CCCN(C(C(=O)Nc2ccc3c(c2)OCCO3)c2ccccc2)C1 (stereo not given)
→ -2.5%	1.0%	-3.0%	/	0.8%	5.9	-5.1%	2.6	6.7%	-0.1%	6.8%
Cc1cccc(CSc2cn(CC(=O)N3CCOCC3)c3ccccc23)c1
→ -1.1%	-3.3%	?	-6.8	-2.0%	-3.9	15.1µM*	-1.6	?	7.8%	?
Cc1ccc(NC(=S)Nc2ccc(C(C)C)cc2)cc1S(=O)(=O)N1CCCCCC1
→ 3.16µM*	4.47µM*	0.1%	-8.0	4.4%	2.1	-10.7%	-5.4	-12.4%	-4.1%	-9.9%
COc1ccc(CC(=O)Nc2c3c(nn2C(C)(C)C)CS(=O)(=O)C3)cc1OC
→ -3.2%	-0.7%	14.8%	/	14.2%	2.8	0.0%	2.7	-0.3%	1.5%	-4.5%
CCN(CC)CC(=O)NC1CC(C)(C)Cc2c1cnn2-c1ccc(F)cc1 (stereo not given)
→ 1.8%	-6.7%	3.0%	1.8	3.6%	-5.0	3.0%	-12.6	1.9%	0.1%	-2.0%
CC(=O)NCCNC(=O)c1ccc(Sc2ccccc2)c([N+](=O)[O-])c1
→ ?	-0.9%[10 µM]	-5.5%	2.0	0.1%	-14.1	-2.4%	2.0	-14.7%	-4.5%	-3.5%
CCOC(=O)C1=C(CC)NC2=C(C(=O)CCC2)C1c1ccc(OC)c(OC)c1 (stereo not given)
→ -16.2%	5.6%	5.2%	1.8	-2.3%	-10.0	4.4%	2.4	-4.3%	-1.1%	0.3%
CC(NCC(=O)Nc1cc(S(=O)(=O)N2CCOCC2)ccc1N1CCOCC1)c1ccco1 (stereo not given)
→ /	/	1.1%	/	-3.2%	14.1	1.2%	15.2	3.7%	-6.4%	-1.0%
CC(=O)Oc1ccc(NC(=O)Cc2ccccc2)c(C(=O)O)c1
→ -1.8%	3.3%	-0.2%	-1.2	3.0%	-13.5	-14.2%	-16.2	0.9%	1.3%	-0.5%
O=C(C1CCCN(Cc2ccc3c(c2)OCO3)C1)N1CCCC1 (stereo not given)
→ -15.2%	-5.9%	0.6%	1.9	-1.5%	-18.1	5.0%	-2.6	7.0%	4.1%	-0.7%
CCOc1ccc(NC(=O)CSc2nnc(Cn3cnc([N+](=O)[O-])n3)n2CC)cc1
→ 5.4%	-14.3%[10 µM]	?	0.6	-3.7%	-4.2	-6.5%	4.8	5.9%	11.4%	-1.6%
CCOC(=O)C1CCN(C(=O)c2ccc(OCC(=O)N3CCOCC3)c(OC)c2)CC1
→ /	/	3.3%	/	2.0%	-6.6	2.3%	16.8	-2.3%	2.2%	0.9%
Cc1ccccc1CSc1n[nH]c(NS(=O)(=O)c2ccccc2)n1
→ ?	?	-2.2%	-8.9	1.9%	10.4	1.7%	-2.4	-3.7%	-17.4%	1.4%
COc1ccc(CNC(=O)[C@@H]2CCCN2C(=O)[C@@H]2Cc3ccccc3CN2C(=O)OC(C)(C)C)cc1
→ -16.5%	1.6%	3.0%	/	3.8%	9.5	-2.1%	?	-1.1%	5.1%	0.8%
CC1(c2ccc3ccccc3c2)NC(=O)N(CC(=O)Nc2ncccc2O)C1=O (stereo not given)
→ /	/	0.2%	/	-27.2%	-23.2	3.1%	-9.2	-13.7%	?	-2.7%
COc1ccc(CN2C[C@H]3CCCN3c3cc(Br)ccc3S2(=O)=O)cc1
→ /	/	5.5%	/	?	-4.1	/	-27.2	/	-3.3%	/
O=C1C(=O)N(Cc2cccnc2)C(c2ccccn2)/C1=C(/O)c1ccc(F)cc1 (stereo not given)
→ 6.2%	-8.2%	-2.1%	-8.8	0.5%	-0.2	-2.7%	-8.8	9.6%	-6.1%	3.9%
CCOc1c2ccc(C(=O)NCc3ccccc3OC)cc2nn1CC
→ 6.9%	-2.0%	3.0%	-0.2	2.6%	1.7	-1.1%	31.5[activator]	-0.4%	8.1%	0.4%
COC(=O)[C@H](Cc1c[nH]c2ccccc12)NC(=O)NCc1ccc(OC)cc1
→ 15.1%	1.2%	0.3%	0.9	5.1%	4.8	?	7.1	-4.0%	-2.2%	-5.2%
Cc1sc2nc(CN3CCCC3)nc(NCc3ccncc3)c2c1C
→ 3.4%	-10.4%	1.7%	1.2	2.0%	-6.1	5.7%	31.7[activator]	-0.3%	0.5%	-0.2%
O=S(=O)(Nc1ccc2c(c1)OCCO2)c1ccc(Br)s1
→ 106.7%	0.8%	-0.1%	-2.7	1.0%	2.4	1.7%	-13.1	-1.8%	3.2%	-0.1%
C/C(=C\c1ccccc1)C1NC(=O)c2c(sc3c2CCCC3)N1 (stereo not given)
→ 14.6%	21.4%	7.9%	0.5	?	2.3	2.4%	-0.8	-3.1%	1.3%	6.4%
Cc1nc2c(C)[n+](CC(=O)c3ccccc3)ccc2n1C
→ -2.1%	-3.9%	0.1%	1.4	7.6%	-6.6	2.2%	-13.9	-1.6%	-9.4%	1.4%

Assay outcomes (PubChem)
